# ERp5 inh = inhibitors of human ERp5. 350,000 tested, 0.05% active. ERp5 insulin aggregation, absorbance 650 nm, 90 min. inhibition, % at 9.99 µM. Q15084;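 active means mean replicate inhibition above about 25%, with every replicate also reaching it, limit read from the data, passing the limit was not always enough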
# Target sequence (Q15084 whole entry, looked up): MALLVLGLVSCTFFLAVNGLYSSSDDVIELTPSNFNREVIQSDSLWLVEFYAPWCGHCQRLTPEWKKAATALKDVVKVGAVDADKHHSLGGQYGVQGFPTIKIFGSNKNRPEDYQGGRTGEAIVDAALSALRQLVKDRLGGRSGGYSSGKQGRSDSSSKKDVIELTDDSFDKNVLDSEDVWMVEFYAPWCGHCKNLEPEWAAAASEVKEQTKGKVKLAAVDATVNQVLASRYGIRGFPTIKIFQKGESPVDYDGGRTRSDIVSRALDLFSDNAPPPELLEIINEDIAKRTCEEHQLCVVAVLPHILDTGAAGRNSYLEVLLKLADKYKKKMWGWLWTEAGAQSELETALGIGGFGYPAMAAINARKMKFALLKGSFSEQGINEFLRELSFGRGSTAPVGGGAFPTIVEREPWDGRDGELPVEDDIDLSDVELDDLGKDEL
# SIRT5 inh = sirtuin-5 (human) deacylase inhibition | Purified SirT5, succinyl-peptide AMC, trypsin-coupled fluorescence | inhibition, % at 15 µM | 330,000 tested, 1.1% active | AID 652115; in the data active means inhibition above about 15%
# Target sequence (Q9NXA8 whole entry, looked up): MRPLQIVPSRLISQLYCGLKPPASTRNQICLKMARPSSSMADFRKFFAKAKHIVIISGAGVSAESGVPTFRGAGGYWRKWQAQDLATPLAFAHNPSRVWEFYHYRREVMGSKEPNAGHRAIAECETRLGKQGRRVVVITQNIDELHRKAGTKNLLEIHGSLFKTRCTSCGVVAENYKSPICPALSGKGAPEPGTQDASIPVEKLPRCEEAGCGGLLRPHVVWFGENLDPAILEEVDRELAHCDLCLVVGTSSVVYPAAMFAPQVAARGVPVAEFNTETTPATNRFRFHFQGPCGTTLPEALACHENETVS
# miR122 inh = blocks miR-122 activity in Huh7 sensor cells; Huh7 miR-122 Renilla luciferase sensor, 48 h; neutral wells = 0, positive control = 100; activation (reporter increase), % at 12.5 µM; 340,000 tested, 0.3% active; AID 602342;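 active means mean replicate activation score at least 90 and every replicate individually at or above 90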;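 further: higher luciferase means less miR-122 activity so hits act as miR-122 inhibitors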
# Statin myotox sup = suppressors of simvastatin-induced myotoxicity in C2C12 myotubes. ATP luminescence, 48 h; scaled: DMSO 0, geranylgeraniol control 100. rescue of ATP level, % at 7.49 µM. 330,000 tested, 0.78% active. AID 602340;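 active means mean ATP rescue above about 67%, or every replicate alone reaching that limit, limit read from the data, passing the limit was not always enough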;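 further: myotubes were challenged with 10 µM simvastatin during compound exposure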
# esBAF inh = blocks esBAF chromatin remodeling in mouse ES cells | 350,000 tested, 2% active | reporter increase, % at 12.5 µM | Bmi1-luciferase knock-in reporter, 24 h; 100% = twice the neutral-well signal; in the data active means activation above about 40%;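 further: 0% = median of the plate's neutral control wells and 100% = double that signal; a rise in the Bmi1 reporter signal indicates esBAF inhibition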
# ARNT-TACC3 inh = ARNT/TACC3 interaction disruption | AlphaScreen His-ARNT PAS-B/GST-TACC3 binding, luminescence; TACC3 fragment carries E629A point mutation | inhibition, % at 9.99 µM | 390,000 tested, 0.66% active;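 active means mean inhibition of replicates at least 50% and at least half of replicates each reaching 50%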;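 further: 0% = complete ARNT plus TACC3 wells and 100% = ARNT alone without TACC3; many hits fall short of the cut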
# Cneo AK release = causes C. neoformans cell lysis. adenylate kinase release luminescence, 4 h; normalised: neutral wells 0, clomiphene wells 100. lysis activity, % at 15 µM. 360,000 tested, 0.2% active. AID 651654;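 active means mean lysis activity across replicates of at least 80%, whatever share of replicates individually reach that level; inactive means mean lysis activity below 80%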
#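 Material – log-phase Cryptococcus neoformans yeast cells · Input – 5 × 10^6 yeast cells/mL · Medium – fresh YPD growth medium · Doses – single compound concentration per well · Timing – static 4 h at 37 °C with compound, 1 h detection · Detection – adenylate kinase release luminescence · Read-out – signal increase indicating cell lysis · Control set – Clomiphene as positive lysis control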
# * hit, by the source's call; . = no result given; & = joins results of further samples; [ ] = another dose, or the depositor's remark.
# Start of the listing, in advance, 3 compounds:
canonical_smiles	ARNT-TACC3 inh	SIRT5 inh	miR122 inh	ERp5 inh	Cneo AK release	esBAF inh	Statin myotox sup
C=CCn1cc(Cl)cc(C(=O)Nc2ccccc2)c1=O	-5	2	.	2	0	10	41
CCN(CC)S(=O)(=O)c1cccc(-c2nnc(C(=O)c3ccc(C(F)(F)F)cc3)o2)c1	-9	.	-1	.	3	-2	9
COc1ccc([C@H]2CC(=O)C=C(c3cccc(Cl)c3)C2)cc1	.	14	.	-6	-2	8	-2

# Main list, from the first entry:
canonical_smiles	ARNT-TACC3 inh	SIRT5 inh	miR122 inh	ERp5 inh	Cneo AK release	esBAF inh	Statin myotox sup
C=CCn1cc(Cl)cc(C(=O)Nc2ccccc2)c1=O	-5	2	.	2	0	10	41
CCN(CC)S(=O)(=O)c1cccc(-c2nnc(C(=O)c3ccc(C(F)(F)F)cc3)o2)c1	-9	.	-1	.	3	-2	9
COc1ccc([C@H]2CC(=O)C=C(c3cccc(Cl)c3)C2)cc1	.	14	.	-6	-2	8	-2
C[C@@H]1CN([C@@H](C)CO)C(=O)c2cc(NC(=O)NC3CCCCC3)ccc2O[C@@H](C)CCCCO[C@H]1CN(C)C	2	0	-6[16.7 µM]	-1	0	2	12
C=CCSC1=NC(N)=C(C#N)C2(CCCCC2)C1C(N)=O (stereo not drawn)	0	.	-7	.	8	11	.
Cc1c(C#N)c(N)nc2c3c(sc12)NC(=O)CC3c1ccc(Cl)cc1 (stereo not drawn)	-12	3	.	-6	.	.	.
COc1cccc(NC(=O)Nc2ccc3c(c2)C(=O)N(C)C[C@@H](OC)[C@H](C)CN[C@H](C)CO3)c1	10	9	-7[16.7 µM]	-4	-1	5	-17
CN(Cc1cnn(C)c1)S(=O)(=O)c1cccc([N+](=O)[O-])c1	-4	-4	.	6	1	.	.
C/C(=N\NC(=O)c1cccc(N/N=C(\C)c2cc(O)ccc2O)c1)c1cc(O)ccc1O	10	-2	.	4	.	.	.
CC(=O)N1[C@@H](CO)[C@H](c2ccccc2)[C@@H]1CN(C(=O)NC(C)C)C1CCCC1	-6&-3	5&-2	8&-17[16.7 µM]	-4&-6	-5&-2	1&2	11&8
CO[C@H]1CN(C)C(=O)c2cc(NS(=O)(=O)c3ccc(Oc4ccccc4)cc3)ccc2OC[C@H](C)NC[C@@H]1C	-28	3	9[16.7 µM]	-2	-1	3	26
CCC(=O)Nc1ccc2c(c1)C(=O)N(C)C[C@@H](OC)[C@H](C)CN(CC1CCCCC1)[C@@H](C)CO2	-1	22*	-14[16.7 µM]	1	2	5	2
Cc1[nH]c2ccccc2c1C(=O)CN1CCCC1	0	-1	.	-2	0	-3	.
CCCNC(=O)Nc1ccc2c(c1)C(=O)N(C)C[C@H](OC)[C@@H](C)CN(C(=O)c1ccccc1F)[C@@H](C)CO2	0	1	.	-3	-2	-1	5
CC(C)CN1CCN(Cc2cc3ccccc3[nH]2)CC1CCO (stereo not drawn)	8	-1	8	-1	0	-5	-5
C[C@@H](NC(=O)C[C@H]1C[C@@H]2c3cc(NC(=O)CN(C)C)ccc3O[C@@H]2[C@@H](CO)O1)c1ccccc1	-3	8	-2[16.7 µM]	-6	-1	2	3
CCOC(=O)C1CCN(C(=O)c2ccc(OC3CCN(C(=O)CCOC)CC3)cc2)CC1	-1	1	-4	2	-1	-3	7
Cn1c(O)c(N=NC(=O)c2cc(-c3cccs3)nc3ccccc23)c2ccccc21	-3	.	-2	.	0	.	.
COc1ccc(-n2ncc3c(=O)n(CC(C)=O)cnc32)cc1	-2	-4	.	3	-2	13	15
Cc1ccc(N2CC(C(=O)Nc3cc(Cl)ccc3-n3cncn3)CC2=O)cc1 (stereo not drawn)	-1	0	.	-2	.	.	.
COCCCN(C(=O)CSc1nc2ccccc2c(=O)n1C)c1c(N)n(Cc2ccccc2)c(=O)[nH]c1=O	-9	-1	-11	-11	-2	11	-4
O=C(O)CCCC(=O)NCCc1ccncc1	-5	.	2	.	7	-7	11
CC(=O)Nc1sc(NC(=O)c2ccc(C)cc2)nc1-c1cccs1	4	.	7	.	-1	7	-17
COc1cc(NC2CCCCC2O)c2nc(-c3ccc(Cl)cc3)ccc2c1 (stereo not drawn)	3	-2	46	5	0	45	-29
Cc1cccc(NS(=O)(=O)c2ccc(Oc3ccccc3)cc2)n1	-8	.	37	.	2	17	-8
O=C1Nc2cc(C(=O)NCCCN3CCCC3)ccc2S/C1=C/c1ccccc1F	8	2	-4	-3	4	3	7
COc1cccc(-c2ccc([C@@H]3[C@H](C#N)N(C(=O)Cc4ccccc4)[C@H]3CO)cc2)c1	1	-4	.	-1	-2	0	-47
CC(C(=O)Nc1ccccc1-c1ccccc1)N1CCCCC1 (stereo not drawn)	-3	.	5	.	1	2	39
O=C(c1ccc(N2CCCC2)c([N+](=O)[O-])c1)N1CCc2ccccc2C1	3	3	.	3	.	.	.
CC[N+]1(C)[C@@H]2CC[C@H]1CC(OC(=O)[C@H]1CCC(C(=O)OC3C[C@H]4CC[C@@H](C3)[N+]4(C)CC)(c3ccccc3)c3ccccc31)C2 (stereo partly drawn)	42	-4	-2	-1	1	-2	9
CN1CC(=O)N2[C@H]3c4ccccc4OC[C@@H]3[C@H](c3ccccc3)[C@]2(C)C1=O	-7	-4	10	0	-6	-8	13
COC(=O)Cc1n[nH]c(=S)[nH]c1=O	16	-1	.	-7	1	-16	2
COC(=O)c1ccc(C(NC(=O)OCc2ccccc2)/C(C)=C/[C@@H](C)C(=O)NCc2ccc(-c3ccccc3)cc2)cc1 (stereo partly drawn)	-3	.	-1	.	-2	5	-1
COc1cccc(N2CCN(C(=O)c3ccc(CS(=O)c4ccccc4C)o3)CC2)c1 (stereo not drawn)	-3	0	61	-6	0	-39	-172
COc1ccc(CCNC(=O)c2ccn[nH]2)cc1OC	30	.	2	.	6	-5	2
O=c1c2ccccc2nnn1Cc1nnc(-c2ccccc2Br)o1	3	.	13	.	.	27	.
C[C@@H]1CN([C@H](C)CO)C(=O)c2cc(/C=C/c3ccccc3)cnc2O[C@@H]1CN(C)S(=O)(=O)c1cn(C)cn1	-10	-20	-5[16.7 µM]	-2	-12	-4	14
Cc1cccc(NC(=O)CCN2C(=O)c3cccc([N+](=O)[O-])c3C2=O)c1	0	-1	-1	-3	-1	8	-3
Cc1ccc(NC(=O)CCS(=O)(=O)c2ccc3nc(C)sc3c2)c(C)c1	.	-1	0	0	-1	-2	-9
Cc1ccc(S(=O)(=O)Nc2ccc3c(c2)CC(=O)N([C@H](C)CO)C[C@H](C)[C@@H](CN(C)CC2CC2)O3)cc1	13	-1	4[16.7 µM]	-2	0	-4	15
COC(=O)c1ccccc1NC(=O)CSc1nnnn1C1CCCCC1	-1	.	1	.	.	-30	.
CCOC(=O)c1ccccc1N/C=C/C(=O)c1cccs1	8	2	.	8	.	.	.
COc1ccc(OC)c(C(=O)COC(=O)CN2C(=O)NC3(CCCCC3C)C2=O)c1 (stereo not drawn)	-2	1	-5	0	-2	1	11
CO[C@@H]1CN(C)C(=O)c2ccc(NC(=O)C3CC3)cc2OC[C@H](C)N(C(=O)CN(C)C)C[C@@H]1C	-3	-2	.	-3	1	6	5
O=C(NCCN1CCOCC1)Nc1ccc(Cl)cc1	-1	.	-1	.	0	7	-1
OCCN1CCN(CC(O)COc2ccc3c(c2)OCO3)CC1 (stereo not drawn)	-1	.	3	.	1	-1	20
COc1ccc(-c2cc(C(=O)O)nc3ccc4ccccc4c23)cc1OC	1	-1	-4	-2	.	.	.
CCCNc1nc(N2CCOCC2)nc(N2CCOCC2)n1	-5	.	.	.	-1	-4	2
Cc1noc(C)c1S(=O)(=O)Nc1ccc2c(c1)C(=O)N([C@H](C)CO)C[C@H](C)[C@H](CN(C)C(=O)NC(C)C)O2	12	2	0[16.7 µM]	-1	6	2	.
CC(C)NC(=O)Nc1ccc2c(c1)C(=O)N([C@@H](C)CO)C[C@@H](C)[C@H](CN(C)C(=O)Nc1cccc3ccccc13)OCCCC[C@H](C)O2	6	1	-1[16.7 µM]	9	0	1	.

# Additional entries
canonical_smiles	ARNT-TACC3 inh	SIRT5 inh	miR122 inh	ERp5 inh	Cneo AK release	esBAF inh	Statin myotox sup
CCOc1ccccc1N1CCN(S(=O)(=O)c2ccc3c4c(cccc24)C(=O)N3)CC1	-11	.	36	.	-3	-3	1
CCOC(=O)c1ccc(NC(=O)C2CC2)cc1	-7	.	0	.	1	22	-22
Cc1nn(-c2cc(N3CCNCC3)ccc2[N+](=O)[O-])c(=O)c2ccccc12	.	.	-8	.	2	-1	-9
Cc1csc2nc(CSc3nc4ccccc4o3)cn12	0	-3	0	-6	-1	44*	6
C[C@H](CO)N1C[C@H](C)[C@@H](CN(C)C)Oc2cc(-c3cccnc3)ccc2S1(=O)=O	10	10	10[16.7 µM]	1	2	-5	5
COc1ccccc1OCCn1cc(C=O)c2ccccc21	-6	2	.	-1	1	7	7
CCCN(C)C[C@@H]1Oc2cc(C#Cc3ccccc3F)ccc2S(=O)(=O)N([C@@H](C)CO)C[C@@H]1C	5	4	2[16.7 µM]	-2	-10	-13	.
CCOc1ccc(C(F)(F)F)cc1NC(=O)c1ccc(OC)c([N+](=O)[O-])c1	-1	-2	.	-4	0	-8	-29
CCn1c(SCC(=O)N2CCC(C(N)=O)(N3CCCCC3)CC2)nc2ccccc2c1=O	10	.	-4	.	3	4	-4
O=C(NC1CCC1)[C@H]1[C@H](CO)[C@H]2Cn3c(ccc(-c4ccccc4)c3=O)[C@H]2N1CCc1ccccc1	9	3	-3[16.7 µM]	-5	0	2	-2
C=CCNC(=O)C1CCN(c2ccc(S(=O)(=O)N3CCOCC3)cc2Cl)CC1	3	0	.	-3	.	.	.
C[C@H](CO)N1C[C@H](C)[C@H](CN(C)C(=O)Nc2ccc3c(c2)OCO3)Oc2ccc(NS(=O)(=O)c3ccc(Cl)cc3)cc2CC1=O	.	.	2[16.7 µM]	.	.	5	-14
C=CCSc1nnc(COc2ccc(=O)n(-c3ccccc3)n2)n1CC	-33	-2	.	1	.	.	.
Cc1noc(C)c1C(=O)NCc1ccco1	-1	.	0	.	-2	5	-8
COC(=O)CSc1nnc(CNC(=O)c2cccc(C)c2)n1-c1ccccc1OC	12	.	2	.	0	13	-35
C#CCSc1nnc(CNS(=O)(=O)c2ccc(Br)cc2)n1C	-5	-5	-1	-4	-2	-2	-5
Cc1ccc2oc(=O)n(Cc3ccccc3)c2c1	1	-4	.	-3	-1	-7	30
CCOC(=O)c1sc2nc(C)nc(NCc3ccccc3OC)c2c1C	-10	-3	-4	0	0	-6	-16
Cn1c(-c2ccccc2)cnc1NCc1ccc(-c2ccccc2)cc1	-2	1	2	-1	-1	3	-6
O=C(Nc1ccc(F)cc1)C1CCN(c2nnnn2-c2ccccc2)CC1	1	.	3	.	10	8	0
Cc1cc(=O)[nH]c2ccc(S(=O)(=O)Nc3ccccc3)cc12	-3	-5	8	0	3	2	8
COc1ccc(CSCC(=O)NN=C2CCN(C)CC2)cc1	3	-2	-2	-5	.	-3	0
Cc1ccccc1NS(=O)(=O)c1ccc(C2CNC(=O)C2)cc1 (stereo not drawn)	-7	.	-3	.	0	-8	9
O=C(C[C@@H]1C=C[C@@H](NC(=O)Nc2ccc(C(F)(F)F)cc2)[C@H](CO)O1)NCc1ccccn1	3	2	.	-2	3	-3	-3
O=[N+]([O-])c1cccc(/C=C/c2ccc3cccc(O)c3n2)c1	.	0	-4	2	-4	34	6
Cc1csc(SC(C)c2nc3scc(-c4ccccc4)c3c(=O)[nH]2)n1 (stereo not drawn)	1	-4	-10	5	.	2	8
COc1ccc(/C=C2/N=C(SCC(=O)Nc3cc(C)on3)N(c3ccccc3)C2=O)cc1	-1	.	-9	4	34	.	.

# High-throughput results from PubChem.
